# mIAP inh – inhibitors of mouse IAP, primary screen, biochemical, luminescence, uHTS | inhibition, % at 10 µM | purified mouse IAP, CDP-Star luminescence, 30 min | AID 2806, 2010 | 0.2% of 330,000 active | intestinal alkaline phosphatase [Mus musculus];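 active = inhibition of at least 40% at 10 µM in the primary screen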;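 note: plate controls were DMSO with enzyme for no effect and no enzyme wells for full effect; values of inactives mirror those of a sister screen read the other way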
# tim10-1 inh – growth inhibitors of tim10-1 mutant yeast, primary screen, luminescence, uHTS; S. cerevisiae tim10-1 ts strain growth, BacTiter-Glo, 24 h; inhibition, % at 20 µM; 2.2% of 330,000 active; AID 463190, 2010;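 active = inhibition of at least 40%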;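 note: mutant grown at 25 °C; 0% = DMSO wells with yeast and 100% = wells holding no yeast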
# hIAP activ – human IAP activators, primary screen, biochemical, luminescence, uHTS; 0.16% of 330,000 active; purified human IAP, CDP-Star luminescence, 30 min; hits give high values; 1 = vehicle-only enzyme, 0 = enzyme-free background; activation factor at 10 µM;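 active = activation factor of the enzyme at least 2-fold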; note: the source names both 10 and 20 µM as test concentration; values of inactives mirror those of a sister screen read the other way
# Target sequence (P09923 whole entry, looked up): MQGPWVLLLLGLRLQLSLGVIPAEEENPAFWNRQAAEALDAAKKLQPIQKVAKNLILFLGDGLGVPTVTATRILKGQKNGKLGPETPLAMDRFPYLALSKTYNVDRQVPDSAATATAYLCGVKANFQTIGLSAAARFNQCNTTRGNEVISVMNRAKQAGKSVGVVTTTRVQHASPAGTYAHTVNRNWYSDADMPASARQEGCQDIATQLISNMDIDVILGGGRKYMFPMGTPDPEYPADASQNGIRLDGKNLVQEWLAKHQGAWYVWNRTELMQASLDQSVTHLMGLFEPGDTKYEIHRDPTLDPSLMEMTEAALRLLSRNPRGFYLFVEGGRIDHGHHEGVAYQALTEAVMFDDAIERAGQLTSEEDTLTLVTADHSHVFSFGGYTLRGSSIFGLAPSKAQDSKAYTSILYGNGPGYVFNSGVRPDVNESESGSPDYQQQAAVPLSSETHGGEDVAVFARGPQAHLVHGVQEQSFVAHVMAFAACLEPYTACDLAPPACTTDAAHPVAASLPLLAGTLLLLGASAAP
# NALP3 yeast inh – NALP3 inflammasome inhibitors in reconstituted yeast, primary screen, luminescence, uHTS | Yeast reconstituted NLRP3/ASC/caspase-1, beta-gal luminescence, 24 h | inhibition, % at 10 µM | 0.39% of 330,000 active | AID 2825, 2010;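 active = inhibition of 50% or more; inactive = inhibition below 50%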;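 note: plate controls were induced DMSO wells for no effect and uninduced yeast grown without galactose for full effect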
# hIAP inh – human IAP inhibitors, primary screen, biochemical, luminescence, uHTS; inhibition, % at 10 µM; purified IAP, CDP-Star luminescence, 30 min; 0.12% of 330,000 active; AID 2544, 2010; Intestinal-type alkaline phosphatase (Homo sapiens), P09923;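 active = inhibition reaching a set limit with compound at 10 µM in the primary screen, cut at about 35% in these data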;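 note: plate controls were DMSO wells with enzyme for no effect and no-enzyme buffer wells for full effect; values of inactives mirror those of a sister screen read the other way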
# TIM10 inh – growth inhibitors of isogenic TIM10 control yeast, primary screen, counter-screen for tim10-1 yeast inhibitor project, luminescence, uHTS; S. cerevisiae TIM10 strain growth, BacTiter-Glo luminescence, 24 h; inhibition, % at 10 µM; 1.4% of 330,000 active; AID 463195, 2010;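 active = inhibition of 40% or more at the single tested concentration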;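 note: wild-type TIM10 isogenic control strain grown at permissive 25 °C; 0% = DMSO yeast wells and 100% = minimal medium wells without yeast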
# mIAP act – activators of mouse IAP, primary screen, biochemical, luminescence, uHTS; muIAP, CDP-Star luminescence, 30 min; hits give high values; 1 = vehicle-only enzyme signal, 0 = enzyme-free wells; activation factor at 10 µM; 0.24% of 330,000 active; AID 2805, 2010;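 active = activation factor of at least 2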; note: the source names both 10 and 20 µM as test concentration; values of inactives mirror those of a sister screen read the other way
#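 also added = chemiluminescent substrate CDP-Star | test system = mouse IAP enzyme | signal = chemiluminescence readout | compound = DMSO-dissolved test compounds | incubation = 30 min at room temperature | benchmarks = DMSO wells, no-enzyme wells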
# Apaf1 inhib – inhibitors of human Apaf-1 apoptosome, primary screen, biochemical, DEVD-Rh110 fluorescence, uHTS | Apoptotic protease-activating factor 1 (Homo sapiens), O14727 | reconstituted apoptosome caspase-3 activity | inhibition, % at 20 µM | 0.71% of 330,000 active | AID 489030, 2010; active = inhibition of at least 40% at 20 µM;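 note: plate controls were DMSO wells for no effect and DEVD-CHO caspase inhibitor wells for full effect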
#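 Material: reconstituted apoptosome with Apaf-1, cytochrome c, caspase-9, procaspase-3, dATP. Technique: Rh110 fluorescence intensity. Buffer or medium: pH 7.5 Hepes buffer with CHAPS, BSA, DTT. Times: 30 min plus 50 min, RT.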
# ATG4B inh – ATG4B protease inhibitors, primary screen, biochemical, fluorescence, uHTS; ATG4B cleavage of LC3-PLA2, NBD-HPC fluorescence, 1 h; Cysteine protease ATG4B (Homo sapiens), Q9Y4P1; 0.51% of 340,000 active; inhibition, % at 8.33 µM; in the data active = inhibition above about 40%
# Target sequence (Q9Y4P1 whole entry, looked up): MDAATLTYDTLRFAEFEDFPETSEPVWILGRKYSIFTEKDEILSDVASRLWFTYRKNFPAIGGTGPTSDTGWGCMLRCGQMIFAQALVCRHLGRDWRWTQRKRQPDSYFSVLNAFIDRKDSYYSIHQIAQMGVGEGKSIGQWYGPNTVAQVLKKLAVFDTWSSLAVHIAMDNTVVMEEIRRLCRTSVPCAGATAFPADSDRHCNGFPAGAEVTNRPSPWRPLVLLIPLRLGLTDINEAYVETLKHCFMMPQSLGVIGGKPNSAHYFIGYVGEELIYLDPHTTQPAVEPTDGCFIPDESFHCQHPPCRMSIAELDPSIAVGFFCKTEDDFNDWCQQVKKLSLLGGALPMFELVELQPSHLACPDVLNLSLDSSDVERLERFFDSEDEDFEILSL
# An asterisk follows results filed as active; · = no result given; & = joins results of further samples. Rows were taken by chance. Share with any hit: about 4.5%.
Structure	hIAP inh	mIAP inh	hIAP activ	mIAP act	ATG4B inh	NALP3 yeast inh	Apaf1 inhib	tim10-1 inh	TIM10 inh
COc1cccc(Nc2nc3ccccc3nc2NS(=O)(=O)c2cccs2)c1	-6	3	1.1	0.97	6	4	-2	19	10
CCOC(=O)c1sc(N(Cc2ccccc2)C(=O)CSc2ncn[nH]2)nc1C	-32	9	1.3	0.91	-5	12	14	34	11
Cc1ccccc1NCc1ccccc1O	-1	2	1	0.98	0	2	5	13	0
O=C1c2cccnc2C(=O)N1CNc1ccc(Cl)cc1	10	1	0.9	0.99	-8	11	-4	-2	-5
COc1ccc(N2C(=O)NC(NC(=O)C(C)(C)C)(C(F)(F)F)C2=O)cc1 (centres undefined)	3	1	0.97	0.99	7	13	0	-14	10
O=C(NCc1cccnc1)c1cc(S(=O)(=O)N2CCOCC2)c(Cl)cc1Cl	-5	-4	1.1	1	-7	6	10	18	8
COc1ccc(NS(=O)(=O)c2c(C(=O)N3CCCCCC3)c(C)n(C)c2C)cc1	-2	2	1	0.98	1	10	-2	22	11
CC1(C)Cc2cccc(C(=O)Nc3ccncc3)c2O1	15	5	0.85	0.95	-1	11	-24	7	18

# The closing 7 entries of the section above come first, to join the parts.
Structure	hIAP inh	mIAP inh	hIAP activ	mIAP act	ATG4B inh	NALP3 yeast inh	Apaf1 inhib	tim10-1 inh	TIM10 inh
CCOC(=O)c1sc(N(Cc2ccccc2)C(=O)CSc2ncn[nH]2)nc1C	-32	9	1.3	0.91	-5	12	14	34	11
Cc1ccccc1NCc1ccccc1O	-1	2	1	0.98	0	2	5	13	0
O=C1c2cccnc2C(=O)N1CNc1ccc(Cl)cc1	10	1	0.9	0.99	-8	11	-4	-2	-5
COc1ccc(N2C(=O)NC(NC(=O)C(C)(C)C)(C(F)(F)F)C2=O)cc1 (centres undefined)	3	1	0.97	0.99	7	13	0	-14	10
O=C(NCc1cccnc1)c1cc(S(=O)(=O)N2CCOCC2)c(Cl)cc1Cl	-5	-4	1.1	1	-7	6	10	18	8
COc1ccc(NS(=O)(=O)c2c(C(=O)N3CCCCCC3)c(C)n(C)c2C)cc1	-2	2	1	0.98	1	10	-2	22	11
CC1(C)Cc2cccc(C(=O)Nc3ccncc3)c2O1	15	5	0.85	0.95	-1	11	-24	7	18
CSCCC(C(=O)NC1=NCCS1)N1C(=O)c2ccccc2C1=O (centres undefined)	-4	-3	1	1	-10	-2	11	2	-2
COc1ccc(C(=O)CSc2nnc(CN3CCCCC3)n2-c2ccc(Cl)cc2)cc1OC	4	8	0.96	0.92	17	6	17	12	23
CCn1c(C)nc2cc(C(=O)N/N=C/c3ccc(N4CCOCC4)cc3)ccc21	8	2	0.92	0.98	-2	23	5	16	6
Cc1c(NC(=O)c2cc(-c3ccc(Cl)s3)nc3ccccc23)c(=O)n(-c2ccccc2)n1C	-2	12	1	0.88	-14	11	27	11	5
O=C(O)CCC(=O)Nc1ccc(N2CCCCCC2)cc1	21	3	0.79	0.97	0	19	-1	5	-5
COc1ccc(NS(=O)(=O)c2cc(NC(=O)c3nc4nc(C)cc(C)n4n3)ccc2C)cc1	13	-9	0.87	1.1	-11	-9	8	0	-8
CC(C)[C@H](NC(=O)OCc1ccccc1)C(=O)NC(C=O)Cc1ccccc1 (some centres undefined)	14	0	0.86	1	0	1	11	7	9
CCn1cc(S(=O)(=O)NC(C)c2cc(OC)ccc2OC)cn1 (centres undefined)	10	2	0.91	0.97	5	-1	0	7	13
COc1cccc(NC(=S)NC(=O)c2cccnc2)c1	4	-5	0.96	1.1	-1	7	2	0	5
CCN(CC)c1ccc(/C=C(\C#N)C(=O)NCc2ccccc2)cc1	3	1	0.97	0.99	8	28	23	25	25
O=C(Nc1ccc(F)c(Cl)c1)C1CCCC1	-11	-5	1.1	1	5	24	-11	6	2
CC(C)NS(=O)(=O)c1ccc(OCC(=O)Nc2ccccc2F)cc1	-3	-8	1	1.1	-6	24	-8	5	9
CCC[C@H]1COCCS(=O)(=O)N1Cc1ccc(Br)cc1	15	2	0.85	0.98	·	23	6	27	18
CC(C(=O)Nc1nccs1)c1ccc([N+](=O)[O-])cc1 (centres undefined)	5	-3	0.95	1	-2	27	6	0	-5
Cc1ccc(NS(=O)(=O)c2ccc3c(c2)oc(=O)n3C)c(C)c1	-16	6	1.2	0.94	5	21	12	-2	10
O=C(NCc1ccc(F)cc1)Nc1ccc(Cl)cc1	-5	-45	1.1	1.4	46*	26	-11	8	12
O=c1cc(C(F)(F)F)oc2c1ccc1ccccc12	1	-5	0.99	1	-15	8	2	17	7
CCCOc1ccc(-c2nnn(CC(=O)Nc3cccc(C(=O)OC)c3)n2)cc1	10	0	0.9	1	-12	6	-1	10	-14
COc1ccc(NC(=S)Nc2ccccc2)cc1	-8&10	-1&3	1.1&0.9	1&0.97	-3&-2	29&12	0&-6	-3&-4	-7&5
COCCNC(=S)NNC(=O)c1cc(C2CC2)nc2ccccc12	-56	7	1.6	0.93	-3	15	-6	0	1
COc1ccc(N2C(=O)c3ccccc3NC2c2ccc(OC)c(CSc3ccccn3)c2)cc1 (centres undefined)	-14	-17	1.1	1.2	0	-1	15	11	8
Cc1ccc(Cn2c(=O)c3c(nc4n3CCN4Cc3ccco3)n(C)c2=O)cc1	-6	3	1.1	0.97	-2	-13	16	27	23
CC(C)(C)NCc1cc(Br)ccc1OC1CCCC1	-2	11	1	0.89	6	29	5	-1	9
Clc1ccc(SCCOCCN2CCCCC2)cc1	-4	3	1	0.97	-4	12	4	-26	-2
CC(Sc1cccc2cccc(C(=O)O)c12)C(=O)O (centres undefined)	5	2	0.95	0.98	0	14	0	0	6
CC(=O)Nc1ccc(S(=O)(=O)NNC(=O)C2CCCCC2)cc1	18	-2	0.82	1	4	5	3	-2	-10
COc1cccc(/C=N/n2c(COc3ccccc3)n[nH]c2=S)c1	-1	12	1	0.88	-2	21	10	37	23
CCOC(=O)N1CCN(c2ccc(C(=O)c3cccc(F)c3)cc2)CC1	9	16	0.91	0.84	4	29	-2	18	15
Cc1cc(NC(=O)CCN2C(=O)/C(=C/c3ccccc3F)SC2=S)no1	4	6	0.96	0.94	·	7	-3	8	-29
NS(=O)(=O)c1ccc(NC(=O)COC(=O)c2ccc(S(=O)(=O)N3CCOCC3)cc2)cc1	-4	0	1	1	-15	0	-11	10	2
Nc1nc(N2CCCCC2)nc(N(c2ccccc2)c2ccccc2)n1	0	-2	1	1	-2	15	12	17	9
COc1ccc(Nc2c(-c3ccc(C)cc3)nc3cnccn23)cc1	2	-8	0.98	1.1	10	7	-7	14	10

# ATG4B inh, entries above that show a hit.
canonical_smiles,hIAP inh,mIAP inh,hIAP activ,mIAP act,ATG4B inh,NALP3 yeast inh
O=C(NCc1ccc(F)cc1)Nc1ccc(Cl)cc1,-5,-45,1.1,1.4,46*,26

# Further compounds follow.
Structure	hIAP inh	mIAP inh	hIAP activ	mIAP act	ATG4B inh	NALP3 yeast inh	Apaf1 inhib	tim10-1 inh	TIM10 inh
COC(=O)c1nn(-c2ccccc2)c(=O)cc1Oc1ccccc1	4	3	0.96	0.97	-8	2	2	24	12
CCN(CC)c1nc(-c2cccc(OC)c2O)nc2ccccc12	6	-7	0.94	1.1	-1	12	26	47*	29
CS(=O)(=O)N(CC(=O)N1CCN(Cc2ccccc2)CC1)c1ccc(F)cc1	-10	-5	1.1	1	0	10	-2	-12	4
CCOc1cc2[nH]c(=O)n(CC3CCC(C(=O)NCCCOC)CC3)c(=O)c2cc1OCC (centres undefined)	2	0	0.98	1	-5	0	1	15	22
CC(=O)N1N=C(c2ccccc2)CC1c1cccs1 (centres undefined)	-15	1	1.1	0.99	10	14	8	17	-5
CCN(c1cccc(C)c1)S(=O)(=O)c1cc2c3c(c1)CCN3C(=O)CC2	6	-4	0.94	1	1	17	11	-7	-20
Cc1ccc(-n2c(-c3cccnc3)n[nH]c2=S)c(C)c1	-200	6	3*	0.94	-6	22	-3	13	-7
Cc1noc(C)c1C(=O)NC(C)c1ccc2c(c1)OCO2 (centres undefined)	0	7	0.99	0.93	2	-12	-20	1	1

# No new results follow: 3 of the compounds above.
Structure	hIAP inh	mIAP inh	hIAP activ	mIAP act	ATG4B inh	NALP3 yeast inh	Apaf1 inhib	tim10-1 inh	TIM10 inh
CCN(c1cccc(C)c1)S(=O)(=O)c1cc2c3c(c1)CCN3C(=O)CC2	6	-4	0.94	1	1	17	11	-7	-20
Cc1ccc(-n2c(-c3cccnc3)n[nH]c2=S)c(C)c1	-200	6	3*	0.94	-6	22	-3	13	-7
Cc1noc(C)c1C(=O)NC(C)c1ccc2c(c1)OCO2 (centres undefined)	0	7	0.99	0.93	2	-12	-20	1	1

# Carrying on:
Structure	hIAP inh	mIAP inh	hIAP activ	mIAP act	ATG4B inh	NALP3 yeast inh	Apaf1 inhib	tim10-1 inh	TIM10 inh
O=C1C(=Cc2cccs2)C(=O)c2ccccc21	13	3	0.87	0.97	-2	-28	11	22	11
O=C(COc1ccccc1[N+](=O)[O-])N/N=C/c1ccc(O)c([N+](=O)[O-])c1	9	16	0.91	0.84	-1	3	2	22	23
COC(=O)c1sc(C(F)(F)F)c(-c2ccccc2)c1S(=O)(=O)NC(C)(C)C	-8	10	1.1	0.9	4	13	1	35	34
COCCNC(=O)C1CC(c2ccccc2[N+](=O)[O-])=NO1 (centres undefined)	-6	5	1.1	0.95	1	17	-1	0	-10
COc1ccccc1-c1nnc(N)s1	-2	1	1	0.99	-2	2	-1	17	17
CC(=NCCc1ccccc1)C1=C(O)C(c2ccccc2)OC1=O (centres undefined)	2	4	0.98	0.96	-7	15	-4	7	9
C=C(C)CSc1nc2c(c(=O)[nH]c(=O)n2C)n1CCC(C)C	6	11	0.94	0.89	4	1	13	-15	-15
COCc1nnc(NC(=O)CSc2ccccc2)s1	16	8	0.84	0.92	0	1	-7	12	-9
CCCc1cc(=O)oc2c3c(cc(OCC(=O)N[C@@H](CSC)C(=O)O)c12)OC(C)(C)CC3	-4	3	1	0.97	4	11	0	-2	9
COc1ccc(-[n+]2c(C)cc(/C=C3\Sc4ccccc4N3C)cc2C)cc1	10	-1	0.9	1	·	12	18	77*	66*
COc1cc(Br)c(Br)c(Br)c1N	-14	12	1.1	0.89	0	-19	3	3	8
